OX1R antag: blocks the human orexin 1 receptor. OX1R-expressing cells, FRET antagonist read-out. inhibition, % at 6.6 µM. actives 1.8% (n = 330,000); in the data active means inhibition mostly above about 38%, no sharp cut-off; inactive means mostly below about 40%;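 further: 0% = agonist challenge alone and 100% = reference antagonist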
Target sequence (O43613 whole entry, looked up): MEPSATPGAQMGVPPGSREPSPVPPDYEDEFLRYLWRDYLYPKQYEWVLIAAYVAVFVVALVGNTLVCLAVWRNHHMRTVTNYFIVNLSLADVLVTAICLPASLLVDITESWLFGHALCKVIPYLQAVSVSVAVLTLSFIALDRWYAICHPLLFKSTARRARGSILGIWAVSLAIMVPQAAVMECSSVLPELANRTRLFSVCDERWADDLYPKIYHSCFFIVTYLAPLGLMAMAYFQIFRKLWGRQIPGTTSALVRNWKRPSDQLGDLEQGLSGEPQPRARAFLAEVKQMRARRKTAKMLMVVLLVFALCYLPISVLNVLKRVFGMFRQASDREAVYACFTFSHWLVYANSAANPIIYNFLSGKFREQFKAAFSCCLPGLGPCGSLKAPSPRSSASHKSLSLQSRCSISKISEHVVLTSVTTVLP
STK33 kinase inh: inhibitors of human STK33 kinase; Q9BYT3; purified STK33, MBP phosphorylation, ADP-Glo luminescence; inhibition, % at 10 µM; actives 0.073% (n = 320,000); AID 2661;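 active means inhibition at or above 25%, using the most active replicate where run in duplicate; inactive means inhibition below 25%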
Target sequence (Q9BYT3 whole entry, looked up): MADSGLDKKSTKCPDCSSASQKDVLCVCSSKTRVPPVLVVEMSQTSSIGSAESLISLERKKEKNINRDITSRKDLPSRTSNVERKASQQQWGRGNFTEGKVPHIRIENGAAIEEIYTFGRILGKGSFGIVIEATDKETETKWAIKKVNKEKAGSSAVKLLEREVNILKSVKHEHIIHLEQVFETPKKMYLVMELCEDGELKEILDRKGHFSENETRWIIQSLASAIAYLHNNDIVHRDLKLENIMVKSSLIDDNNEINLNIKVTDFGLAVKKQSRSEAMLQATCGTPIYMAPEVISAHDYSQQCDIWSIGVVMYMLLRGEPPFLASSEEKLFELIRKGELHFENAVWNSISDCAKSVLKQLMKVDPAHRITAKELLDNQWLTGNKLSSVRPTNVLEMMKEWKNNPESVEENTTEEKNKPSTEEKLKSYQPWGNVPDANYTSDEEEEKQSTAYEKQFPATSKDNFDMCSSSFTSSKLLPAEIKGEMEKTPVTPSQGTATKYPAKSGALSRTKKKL
The depositor's hits bear a star; nt = no result given. Hits appear at their usual frequency; any-hit rate near 1.8%.

SMILES | OX1R antag | STK33 kinase inh
CCS(=O)CC(=O)Nc1c(-c2ccccc2)oc2ccccc2c1=O (stereo not drawn) | 12.7 | -0.6
N#Cc1ccccc1NC(=O)COC(=O)c1ccc(F)cc1F | 21.7 | -3.3
O=C(Nc1ccccc1F)c1cc(S(=O)(=O)N2CCOCC2)cs1 | 28.4 | 1.0
CNC(=O)NC(=O)C(C)OC(=O)CCCc1nc2ccccc2s1 (stereo not drawn) | -0.7 | -0.7
O=C(CCC1CCCN(C(=O)c2ccoc2)C1)NCc1ccccc1F (stereo not drawn) | 6.9 | -1.4
COC(=O)c1c(NC(=O)C2SC(=NC3CCCCC3)C(C(N)=O)=C2N)sc2c1CCCC2 (stereo not drawn) | 6.9 | -0.9
CC1(C)C=C2[C@H]3CC[C@@H]4[C@@]5(C)CCC(=O)C(C)(C)[C@@H]5CC[C@@]4(C)[C@]3(C)CC[C@@]2(C(=O)O)CC1 | 21.3 | -0.1
CC1CCc2cc(F)ccc2N1C(=O)C1(C)CC1(Cl)Cl (stereo not drawn) | 6.9 | 0.5
Cc1onc(-c2c(Cl)cccc2Cl)c1NC(=O)NN(C)c1ccc([N+](=O)[O-])cn1 | 5.0 | 5.9
COc1cc(/C=C2\Oc3ccc(C#Cc4ccc(O)cc4)cc3C2=O)cc(OC)c1 | 2.4 | -0.7
Cc1ccccc1-c1cc(C(=O)Nc2sc(C(=O)OC(C)C)c(C)c2C#N)c2ccccc2n1 | 45.4* | -0.9
CC(=O)Nc1ccc(S(=O)(=O)N2CCC(Oc3ccc(-n4cnnn4)cc3)CC2)cc1 | 13.8 | -0.5
CCC(C)n1c(-c2cccs2)nc2nc3ccccc3nc21 (stereo not drawn) | 24.7 | 0.4
COc1ccccc1CCN=C(N)NS(=O)(=O)c1ccc(F)cc1 | 10.3 | -0.7
Cc1c(N2CCCC2)cc2c(c1N)C(C)(C)CC2(C)C | -0.8 | -1.7

Some of these compounds in order of formula weight, highest first.
SMILES | OX1R antag | STK33 kinase inh
COc1cc(/C=C2\Oc3ccc(C#Cc4ccc(O)cc4)cc3C2=O)cc(OC)c1 | 2.4 | -0.7
CNC(=O)NC(=O)C(C)OC(=O)CCCc1nc2ccccc2s1 (stereo not drawn) | -0.7 | -0.7
N#Cc1ccccc1NC(=O)COC(=O)c1ccc(F)cc1F | 21.7 | -3.3

OX1R antag, what is marked active above
SMILES | OX1R antag | STK33 kinase inh
Cc1ccccc1-c1cc(C(=O)Nc2sc(C(=O)OC(C)C)c(C)c2C#N)c2ccccc2n1 | 45.4* | -0.9

More results.
SMILES | OX1R antag | STK33 kinase inh
O=C(Cn1nc(-c2ccccc2)c2ccccc2c1=O)Nc1ccccn1 | 21.7 | -0.6
Cc1ccc(NC(=O)N2CCCCC2)cc1[N+](=O)[O-] | 8.9 | -0.8
O=C(/C=C/c1cccc(Cl)c1)NCc1ccccc1 | 20.3 | -0.2
Cc1ccc(NC(=O)c2sc(N)nc2C)cc1 | -8.1 | 2.8
COc1ccc(S(=O)(=O)N2CCOC2CNC(=O)C(=O)NCCCN2CCOCC2)cc1OC (stereo not drawn) | 20.3 | -0.3
CS(=O)(=O)c1cccc(C(=O)Nc2cccc(-c3nc4ccccc4[nH]3)c2)c1 | 13.1 | 3.8
COc1ccc(C(N)=O)cc1NC(=O)c1cccc(F)c1 | 13.1 | -1.7
COCCNC(=O)CSc1c2c(nc3ccc(Cl)cc13)CCCC2 | 27.9 | 3.6
COc1ccc(NC(=S)NC(=O)c2csnn2)cc1 | 12.0 | -0.5
Cc1ccc(O)c(C2=Nc3ccccc3C2(C)C)c1 | 8.3 | -0.1
C/C(=N\NC(N)=S)c1ccc2c(c1)OCCO2 | 10.7 | 2.0
CSCCC(C(=O)N1CC2(C)CC1CC(C)(C)C2)N1C(=O)c2ccccc2C1=O (stereo not drawn) | 27.7 | -0.3
O=c1[nH]c(SCc2nc3ccccc3c(=O)n2-c2ccccc2C(F)(F)F)nc2ccccc12 | 57.9 | -2.0
CCCc1cc(=O)oc2cc(C)cc(OCC(=O)N3CCC(C(N)=O)CC3)c12 | 11.5 | 1.7
O=C(N/N=C/c1ccc(C(=O)O)cc1)C(=O)N1CCCCCC1 | -2.3 | -1.2

The final seven records of the part before lead into the next.
SMILES | OX1R antag | STK33 kinase inh
COc1ccc(NC(=S)NC(=O)c2csnn2)cc1 | 12.0 | -0.5
Cc1ccc(O)c(C2=Nc3ccccc3C2(C)C)c1 | 8.3 | -0.1
C/C(=N\NC(N)=S)c1ccc2c(c1)OCCO2 | 10.7 | 2.0
CSCCC(C(=O)N1CC2(C)CC1CC(C)(C)C2)N1C(=O)c2ccccc2C1=O (stereo not drawn) | 27.7 | -0.3
O=c1[nH]c(SCc2nc3ccccc3c(=O)n2-c2ccccc2C(F)(F)F)nc2ccccc12 | 57.9 | -2.0
CCCc1cc(=O)oc2cc(C)cc(OCC(=O)N3CCC(C(N)=O)CC3)c12 | 11.5 | 1.7
O=C(N/N=C/c1ccc(C(=O)O)cc1)C(=O)N1CCCCCC1 | -2.3 | -1.2
Cc1ccc(C)c(N(C(=O)Cn2nnc(-c3cccs3)n2)C(C(=O)NC2CCCC2)c2ccncc2)c1 (stereo not drawn) | 12.6 | -0.1
COc1cccc(CNC(=O)CCCn2nc(C)c3c(C)n(-c4ccccc4)nc3c2=O)c1 | 9.9 | 0.4
C/C(=N\NC(=O)c1ccncc1)c1cccnc1 | nt | -2.3
COC(=O)CSc1nc2c(c(-c3ccc(O)cc3)c1C#N)CCCC2 | 28.7 | -0.4
Cc1ccc(C(=O)Nc2ccccc2N2CCCCC2)cc1 | 2.2 | 0.8
COc1ccc(C2=CC(=O)CC(C)(C)C2)cc1 | 3.5 | -0.1
O=C(NS(=O)(=O)Oc1ccccc1F)OC[C@@H]1CCCN2CCCCC12 (stereo partly drawn) | 2.7 | -0.4
O=C(CSc1ccc2nnc(-c3ccccn3)n2n1)NCC1CCCO1 (stereo not drawn) | 13.5 | 0.3
CC(=O)c1sccc1NC(=O)c1ccccc1C(=O)O | -23.2 | -1.1
CS(=O)(=O)N1CCc2cc(S(=O)(=O)NCCNS(=O)(=O)c3ccc4c(c3)CCN4S(C)(=O)=O)ccc21 | 19.5 | -1.4
CSCCCNC(=S)N1CCc2ccccc2C1 | 5.5 | 0.6
Cc1cccc(C(=O)NCCC(=O)Nc2ccc(F)c([N+](=O)[O-])c2)c1 | 30.2 | -1.3
COc1ccc(/C=N/NC(=O)c2cccc(Br)c2)cc1CSc1ccccn1 | 21.8 | -1.2
COc1ccc(CNC(=O)C/C(C)=N/NC(=O)Cc2ccc(OC)cc2)cc1 | 19.8 | -0.7
Cn1ccnc1C(=O)c1cc(SCC(=O)N2CCOCC2)nc2ccccc12 | 15.8 | 0.8
O=C(CCN1C(=O)/C(=C/c2ccc(Cl)cc2)SC1=S)Nc1cccnc1 | 29.0 | 0.0
Cc1cc(C)cc(OCCNC(=O)c2cc(S(=O)(=O)N3CCOCC3)ccc2F)c1 | 13.0 | 0.3
COc1cc(OC)cc(-c2c(C#Cc3ccsc3)c3cc(-c4ccc5c(c4)OCCO5)ccc3n2C)c1 | 4.5 | -2.0
Cc1ccc(NC(=O)C2CCCC2)cc1S(=O)(=O)N1CCOCC1 | 2.2 | -0.3
CCC1OC2(C)OC(=N)C1(C#N)C(C#N)(C#N)C2c1ccccc1 (stereo not drawn) | 25.0 | -1.1
Cc1oc(-c2ccccc2)cc1C(=O)Nc1cccc(/C=C\C(=O)O)c1 | 10.9 | 2.5
O=C(NCCOc1ccc(F)cc1)C1CCC(=O)N(CCc2ccccn2)C1 (stereo not drawn) | 10.3 | 1.3
COc1ccc(N(CC(=O)Nc2ccccc2OC)S(=O)(=O)c2ccc(NC(C)=O)cc2)cc1 | 1.1 | -0.4
Cc1ccc(Nc2cc(=O)[nH]c(=O)[nH]2)cc1C | 21.8 | nt
COCCn1nnnc1C(CC(C)C)N1CCN(c2nc3ccccc3s2)CC1 (stereo not drawn) | 6.8 | -0.9
Cc1cc(C)nc(NS(=O)(=O)c2ccc(NC(=O)c3ccc(O)cc3O)cc2)n1 | nt | -0.8
O=C(NC(Cc1c[nH]c2ccccc12)C(=O)Nc1ccc(F)c([N+](=O)[O-])c1)c1cccs1 (stereo not drawn) | 34.8 | -0.7
Cc1ccccc1OCCC(=O)N(Cc1ccccc1)c1c(N)n(Cc2ccccc2)c(=O)[nH]c1=O | 12.1 | -2.1
O=S(=O)(c1cc(Cl)c(Cl)cc1Cl)N1CCN2CCCC2C1 (stereo not drawn) | 3.7 | -0.4
CCN(CC)C(=O)/C(=C/c1cn(S(=O)(=O)N(C)C)c2ccccc12)NC(=O)c1ccc(OC)cc1 | -0.7 | -0.4
Cc1cc(C)cc(NC(=O)CN(C)CC(=O)N(CC(C)C)c2c(N)n(CC(C)C)c(=O)[nH]c2=O)c1 | 9.9 | -0.8
Cn1nnnc1SCC(=O)Nc1nc2c(s1)CCCC2 | -3.7 | 1.8
Cc1ccc2cc3cc(C(=O)NCc4ccco4)oc3nc2c1 | 50.3 | -0.4
CN(CCNC(=O)C1CCN(c2ncnc3c2nc2n3CCCCC2)CC1)Cc1ccccc1 | 4.2 | 1.1
CN(C)/N=C/c1ccc([N+](=O)[O-])cc1[N+](=O)[O-] | 30.7 | -0.6
Cc1ccc(C)n1NC(=O)c1ccc([N+](=O)[O-])cc1 | 44.6 | 0.1
O=C(CSc1nnc(-c2ccccc2)o1)N1CCCCC1 | 13.8 | -0.6
CCc1ccc(NC(=S)NC2CC3CCCC(C2)N3Cc2cccs2)cc1 (stereo not drawn) | 10.8 | 1.5
N#Cc1c(Cl)cccc1N1CCCC1 | 5.6 | -0.6
CCc1ccc(OC)c(S(=O)(=O)NCCOc2ccccc2)c1 | 27.1 | -1.4
Nc1nc(Nc2cccc(F)c2)nc(NCc2ccco2)c1[N+](=O)[O-] | 38.0 | 2.8
O=C(CN1CCN(C(=O)c2ccco2)CC1)Nc1ccccc1 | 4.6 | -1.1
Cc1cccc(C)c1NC(=S)NC(=O)CCc1ccccc1 | 34.8 | -0.7
Cc1c(C(=O)NCCc2ccccc2)oc2ccc(S(=O)(=O)N3CCOCC3)cc12 | 5.5 | 0.2
Cc1ccsc1C(=O)NNC(=O)Nc1ccc(Cl)c(Cl)c1 | 12.6 | 0.0

For reference, some entries already given.
SMILES | OX1R antag | STK33 kinase inh
Cc1c(C(=O)NCCc2ccccc2)oc2ccc(S(=O)(=O)N3CCOCC3)cc12 | 5.5 | 0.2
Cc1ccsc1C(=O)NNC(=O)Nc1ccc(Cl)c(Cl)c1 | 12.6 | 0.0

(cont.)
SMILES | OX1R antag | STK33 kinase inh
CC(=O)N1CCN(C(=S)Nc2ccc(Oc3ccccc3)cc2)CC1 | 18.5 | -2.4
CC1Cc2ccccc2N1C(=O)CSc1ccccc1 (stereo not drawn) | 20.6 | -1.5
O=C(CCNS(=O)(=O)c1ccccc1)NNC(=O)c1cccc(Cl)c1 | 2.8 | 0.6
Cc1ccc(C(=O)Oc2csc(=S)n2C(=O)c2ccc(C)cc2)cc1 | -2.6 | -0.4
c1cncc(CSc2nnc3ccc(-c4ccco4)nn23)c1 | 22.8 | -1.4
Cc1ccc(Cn2ccc(NC(=O)c3cc(-c4ccc(Cl)cc4)on3)n2)cc1 | 0.3 | -0.3
O=C(NCCSCc1ccc(Cl)cc1)c1cccs1 | 6.2 | -1.0
Cc1ccc(C2C3=C(CC(C)(C)CC3=O)Nc3n[nH]c(C)c32)cc1 (stereo not drawn) | 21.4 | 2.3
Fc1ccc(-c2[nH]ncc2-c2nnnn2-c2ccccc2)c(F)c1 | 2.7 | 0.1
Cc1cnc(C(=O)OCC(=O)N2CCc3ccccc32)cn1 | 10.7 | 1.7
Fc1cccc(-c2cc3nc4c(c(NCc5ccco5)n3n2)CCCC4)c1 | 33.6 | -1.6
CC(OC(=O)c1cnccn1)C(=O)Nc1nc(-c2cccc([N+](=O)[O-])c2)cs1 (stereo not drawn) | 17.0 | nt
CN(C)S(=O)(=O)c1ccc(C(=O)OC2CCOC2=O)cc1 (stereo not drawn) | 8.3 | 9.0
CCC(=O)Nc1ccc(N2CCOCC2)c(S(=O)(=O)Nc2ccc(Cl)cc2)c1 | 0.1 | -2.1
CCOC(=O)c1cnc(-n2nc(C)cc2C)nc1NC1CCCCC1 | 15.2 | -0.7
Cn1c(SCC#N)nnc1-c1ccc2c(c1)OCO2 | 16.5 | 0.5
COc1cc(OC)cc(C(=O)NNC(=O)C2CSC3(C)CCC(=O)N23)c1 (stereo not drawn) | -3.0 | -1.6
C=CCNC(=O)c1cc(Cl)ccn1 | 16.8 | 0.2
Clc1ccc(-c2csc(N/N=C/c3ccc4c(c3)OCO4)n2)cc1 | 9.7 | -1.4
O=C(NC(CSSCC(NC(=O)c1ccccc1)C(=O)O)C(=O)O)c1ccccc1 (stereo not drawn) | 6.4 | -1.5
CCS(=O)(=O)N1CCc2nc(-c3ccccc3)sc2C1 | 5.2 | 9.7
CCC(=O)NC(=S)N1CCN(c2ccc([N+](=O)[O-])cc2Cl)CC1 | 19.4 | -1.5
CCOC(=O)C1(CCc2ccccc2)CCN(C(=O)Cc2nonc2C)CC1 | 14.8 | 0.9
O=C(NCc1cccs1)C1CCN(C(=O)NCc2ccccc2)CC1 | 22.1 | -1.7
Cc1cc(C)n2c(SC(C)C(=O)NC3(C#N)CCCCC3)nnc2n1 (stereo not drawn) | 0.2 | nt
COc1ccc(-c2c(C)n([O-])c3c([n+]2=O)CCCCC3)cc1OC | 14.7 | -0.3
CC(NC1CCCCC1)C(=O)NN=C(c1ccccc1)c1ccccc1 (stereo not drawn) | 5.8 | -1.4
CCN(c1cc(C)cc(C)c1)S(=O)(=O)c1nnc(NC(=O)C(C)C)s1 | nt | -0.8
COC(=O)[C@H](CC(C)C)NC(=O)N1CCCCC1 | 0.2 | -2.0
O=C(C[C@H]1C[C@H](C(=O)N2CCOCC2)[C@@]2(CCC3CCCC3)c3[nH]c4cc(-c5ccco5)ccc4c3CCN2C1=O)NCCC1=CCCCC1 | 1.2 | nt
COc1ccc(Cn2nnnc2C(c2cccs2)N2CCCCCC2)cc1 (stereo not drawn) | 11.2 | -0.1
Cc1cccc(C)c1OCC(O)CNS(=O)(=O)c1ccccc1C(=O)N1CCCCC1 (stereo not drawn) | 6.0 | -1.9
